Source: PubChem BioAssay (National Center for Advancing Translational Sciences (NCATS))
MmCpn inh: M. maripaludis TRiC chaperonin inhibition. 0.031% of 330,000 active. AID 504842. purified Mm-Cpn ATPase, ADP Transcreener TR-FRET. Potency, µM (titrated, usually from 76.9 µM), for the others: at the highest dose activity, negative = inhibition, most hits filed as inhibitors; further: potency means the concentration at half of the fitted maximal effect; on the % scale 0 is the no-effect control and ±100 the full control effect; nearly all actives have a fitted effect of over 80% in size
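Purified archaeal chaperonin (25 nM final) was preincubated with compound for 10 min at 37°C, then ATP (10 uM final) was added for 30 min at 37°C in Tris pH 7.4/KCl/MgCl2/DTT buffer. ADP was quantified by HTRF Transcreener TR-FRET.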
EPAC1 ag: activates human EPAC1 exchange factor. Potency, µM (top dose mostly 154 µM), for inactives: at the top dose activation, usual class: activators. 0.073% of 360,000 active. AID 720707. EPAC1 agonist qHTS, biochemical assay; response scale: 100% = response to 6.5 mM cAMP; further: potency means the concentration at half of the fitted maximal effect; nearly all actives have a fitted effect of over 60% in size
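Nucleotide exchange assay: 100 nM EPAC1 with 250 nM Rap1B loaded with BODIPY-GDP and 50 uM GDP, room temperature. Fluorescence (480/540 nm) read every 5 min for 30 min; signal change normalized to 6.5 mM cAMP as full agonist.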
PI5P4Ka inh: PI5P4K alpha (human) kinase inhibition. P48426. PI5P4Kalpha enzyme, ADP-Glo luminescence, 60 min; stronger effect = lower value. max response, %. 1.2% of 330,000 active; active means max response of -50% or lower; inconclusive means between -30% and -50%; inactive means -30% or higher; further: value at the top dose of about 77 µM; on the % scale 0 is the no-effect control and ±100 the full control effect
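Enzyme plus substrate dispensed, test compounds pinned in, then ATP (5 microM final) added. After 60 min at RT, ADP-Glo reagent 1 for 45 min and reagent 2 for 30 min preceded luminescence imaging.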
WRN inhibitor: WRN helicase (human) inhibition. Q14191. 0.46% of 360,000 active. WRN helicase unwinding, fluorescent forked duplex, kinetic. Potency, µM (doses to about 114 µM), without a hit: top-dose activity change, negative = inhibition, most hits filed as inhibitors; further: potency means the concentration at half of the fitted maximal effect; on the % scale 0 is the no-effect control and ±100 the full control effect; nearly all actives have a fitted effect of over 55% in size
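WRN at 20 nM final was preincubated with compound for 15 min at room temperature; reaction started with 100 nM forked duplex oligonucleotide carrying fluorophore and quencher plus 2 mM ATP (final). Unwinding followed kinetically by red fluorescence (ex 525/em 598 nm).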
PLK1 PBD block: inhibitors of human PLK1 polo-box domain binding. P53350. Plk1 PBD binding of FITC phosphopeptide, fluorescence polarization. Potency, µM, for inactives: max response, negative = inhibition, usual class: inhibitors. 2.8% of 360,000 active. AID 720504; further: potency means the concentration at half of the fitted maximal effect; series mostly up to about 57 µM; on the % scale 0 is the no-effect control and ±100 the full control effect; nearly all actives have a fitted effect of over 65% in size
EPAC1 antag: antagonists of human EPAC1; O95398; 0.14% of 360,000 active; AID 720709; Potency, µM (highest dose often 115 µM), for inactives: top-dose activity change, negative = inhibition, hits mostly inhibitors; EPAC1 GEF assay, Rap1b-BODIPY-GDP exchange fluorescence;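 further: potency means the concentration at half of the fitted maximal effect; plate controls were vehicle for no effect and positive control for full effect; nearly all actives have a fitted effect of over 50% in size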
EPAC2 antag: EPAC2 (human) antagonism; Potency, µM (series often up to 114 µM), without a hit: at the highest dose activity, negative = inhibition, most hits filed as inhibitors; 0.18% of 360,000 active; EPAC2 GEF exchange of Rap1B-BODIPY-GDP, fluorescence; further: potency means the concentration at half of the fitted maximal effect; on the % scale 0 is the no-effect control and ±100 the full control effect; nearly all actives have a fitted effect of over 45% in size; many of its hits are not listed in these tables
Target sequence (Q8WZA2 whole entry, looked up): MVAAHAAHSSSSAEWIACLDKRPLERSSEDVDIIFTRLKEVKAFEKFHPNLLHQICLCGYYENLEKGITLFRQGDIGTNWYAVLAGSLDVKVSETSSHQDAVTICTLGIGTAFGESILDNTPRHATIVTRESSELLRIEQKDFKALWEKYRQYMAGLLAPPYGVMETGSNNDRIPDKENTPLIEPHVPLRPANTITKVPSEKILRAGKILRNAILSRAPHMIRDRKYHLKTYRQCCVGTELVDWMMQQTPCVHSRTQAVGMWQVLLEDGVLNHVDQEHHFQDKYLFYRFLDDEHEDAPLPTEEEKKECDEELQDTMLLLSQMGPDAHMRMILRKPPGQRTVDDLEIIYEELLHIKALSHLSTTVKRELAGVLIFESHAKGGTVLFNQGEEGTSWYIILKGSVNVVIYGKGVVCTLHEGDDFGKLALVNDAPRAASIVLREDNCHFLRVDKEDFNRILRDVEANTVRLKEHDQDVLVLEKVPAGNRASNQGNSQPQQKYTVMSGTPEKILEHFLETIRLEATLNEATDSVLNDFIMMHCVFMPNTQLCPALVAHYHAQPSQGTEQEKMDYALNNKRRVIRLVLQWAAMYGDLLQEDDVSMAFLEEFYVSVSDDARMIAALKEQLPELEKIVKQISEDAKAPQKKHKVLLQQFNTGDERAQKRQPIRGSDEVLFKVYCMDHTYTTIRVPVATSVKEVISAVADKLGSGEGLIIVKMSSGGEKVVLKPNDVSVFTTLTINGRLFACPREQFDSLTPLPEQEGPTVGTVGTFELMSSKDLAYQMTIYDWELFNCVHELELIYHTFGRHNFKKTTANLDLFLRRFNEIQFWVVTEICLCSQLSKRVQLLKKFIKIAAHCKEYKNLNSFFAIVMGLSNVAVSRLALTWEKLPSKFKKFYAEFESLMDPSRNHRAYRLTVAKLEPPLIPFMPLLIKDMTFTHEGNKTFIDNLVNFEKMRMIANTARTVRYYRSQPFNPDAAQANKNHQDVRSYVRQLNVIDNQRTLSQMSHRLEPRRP
CCT modulator: modulators of cytosolic chaperonin (CCT/TRiC) activity. purified chaperonin ATPase assay, HTRF ADP detection, 30 min. activity change, % (no concentration beside the values), hits read low. 0.3% of 360,000 active; in the data active means activity change below about -30%; further: on the % scale 0 is the no-effect control and ±100 the full control effect
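We incubate TRiC, 40 or 20 nM final, with library compounds at 76 uM and 10 uM ATP for 30 min at 37 °C. ADP formed is detected with Transcreener HTRF reagents after 30 min at room temperature.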
The depositor's hits bear a star; & = joins results of further samples; [ ] = dose if it differs, or a comment. Unless noted, the call rests on the fitted dose curve; in most records, active means well fitted curve in the direction sought with a large enough effect; inconclusive means small, poorly fitted or top-dose-only effect, or another doubt; inactive means no such curve, though single readings can be large; an effect the other way counts as inactive or inconclusive. The list is partial; rates above refer to the full screens.

O=S(=O)(c1cc(Cl)ccc1Cl)N1CCc2ccccc21 was read as MmCpn inh 3%, EPAC1 ag 1%, PI5P4Ka inh 8, WRN inhibitor 1%, PLK1 PBD block 3%, EPAC1 antag -6%, EPAC2 antag -14% and CCT modulator -2.4.
Screening COc1cccc(CNC(=O)N[C@@H](C)C(=O)O)c1 returned MmCpn inh -1%, EPAC1 ag 2%, PI5P4Ka inh 3, WRN inhibitor -1%, PLK1 PBD block -8%, EPAC1 antag 3%, EPAC2 antag -5% and CCT modulator -0.7.
For O=c1c2ccc([N+](=O)[O-])cc2ncn1CCOc1cccc(Br)c1 the results were MmCpn inh 1%, EPAC1 ag -7%, PI5P4Ka inh 2, WRN inhibitor -5%, PLK1 PBD block -4%, EPAC1 antag -1%, EPAC2 antag 3% and CCT modulator -3.3.
For CCCNc1[nH]c(=O)n(C)c(=O)c1N=O the results were MmCpn inh -1%, EPAC1 ag -3%, PI5P4Ka inh inconclusive, WRN inhibitor -7%[57.1 µM], PLK1 PBD block -1%, EPAC1 antag -7%, EPAC2 antag -1% and CCT modulator -0.8.
`Cc1cccc(N2C(=O)CC(NNc3nc4ccccc4s3)C2=O)c1` (configuration not stated) gave MmCpn inh 2%, EPAC1 ag -10%, PI5P4Ka inh 13, WRN inhibitor -2%, PLK1 PBD block -11%, EPAC1 antag -5%, EPAC2 antag -8%[57.1 µM] and CCT modulator 0.6.
Cc1c(C(=O)N/N=C/c2ccccc2)[nH]c2c([N+](=O)[O-])cccc12 was read as MmCpn inh -1%, EPAC1 ag 8%, PI5P4Ka inh 0, WRN inhibitor -1%, PLK1 PBD block -4%, EPAC1 antag 15%, EPAC2 antag 0% and CCT modulator -1.1.
CCCN=C(C)C1=C(O)c2ccccc2C1=O was read as MmCpn inh -2%, EPAC1 ag -6%, PI5P4Ka inh 2, WRN inhibitor 2%, PLK1 PBD block -9%, EPAC1 antag -2%, EPAC2 antag 15% and CCT modulator 0.9.
Screening CC(C)C(OC(=O)c1ccco1)C(=O)NCc1ccccc1 (configuration not stated) returned MmCpn inh 0%, EPAC1 ag -5%, PI5P4Ka inh -4, WRN inhibitor 7%, PLK1 PBD block -27%, EPAC1 antag 11%, EPAC2 antag 16% and CCT modulator 0.7.
Screening NC(=O)c1[nH]cnc1N returned MmCpn inh 1%&1%, EPAC1 ag -9%&10%, PI5P4Ka inh 0&10, WRN inhibitor 1%&-1%, PLK1 PBD block 0%&6%, EPAC1 antag 3%&-1%, EPAC2 antag 5%&-8% and CCT modulator -0.2&1.6.
For C[C@@H]1CN([C@H](C)CO)C(=O)CCCn2nncc2CO[C@H]1CN(C)C(=O)C1CC1 the results were EPAC1 ag 6%, PI5P4Ka inh -22, WRN inhibitor -2%, PLK1 PBD block -4%, EPAC1 antag 14%, EPAC2 antag 2% and CCT modulator 2.5.
CCN1CCN(C(=O)CCN2C(=O)c3ccccc3C2=O)CC1 was read as MmCpn inh -1%, EPAC1 ag -5%, PI5P4Ka inh 7, WRN inhibitor 4%, PLK1 PBD block -4%, EPAC1 antag -2%, EPAC2 antag 6% and CCT modulator -1.3.
`O=C1c2sc3nc4c(c(=O)n3c2C(=O)N1c1ccccc1)CCC4` gave MmCpn inh -1%, EPAC1 ag 15%, PI5P4Ka inh -4, WRN inhibitor -4%, PLK1 PBD block 21µM*, EPAC1 antag -12%, EPAC2 antag 7% and CCT modulator -4.8.
Screening CN(C(=O)c1ccccc1)c1ccccc1C(=O)NCCc1ccccc1 returned MmCpn inh -4%, EPAC1 ag 4%, PI5P4Ka inh 3, WRN inhibitor 3%, PLK1 PBD block -8%, EPAC1 antag -16%, EPAC2 antag -8% and CCT modulator -1.9.
O=C(O)c1ccc(CN2CCCCC2)o1 was read as MmCpn inh 3%, EPAC1 ag 2%, WRN inhibitor -11%, PLK1 PBD block 0%, EPAC1 antag -7%, EPAC2 antag -3% and CCT modulator -0.5.
COc1cccc(NC(=O)C2(C)CCN2C(=O)CC2CC2)c1 (configuration not stated) was read as EPAC1 ag 0%, PI5P4Ka inh -2, WRN inhibitor -2%[57.1 µM], PLK1 PBD block 2%, EPAC1 antag -1%, EPAC2 antag 2% and CCT modulator -2.1.
CCOc1ccccc1N(CC(=O)NCCc1ccc(OC)cc1)S(=O)(=O)c1ccc(C)cc1 was read as EPAC1 ag 10%, PI5P4Ka inh 4, WRN inhibitor -2%, PLK1 PBD block -1%, EPAC1 antag -2%, EPAC2 antag 2% and CCT modulator -0.3.
COc1ccc2cc(C(=O)N3CCN(C)CC3)[nH]c2c1 was read as MmCpn inh 0%, EPAC1 ag 3%, PI5P4Ka inh 7, WRN inhibitor -13%, PLK1 PBD block -4%, EPAC1 antag inconclusive, EPAC2 antag 1% and CCT modulator -7.1.
`NCCCC[C@H]1CNC(=S)N1CC1CCCCC1` gave EPAC1 ag 8%, PI5P4Ka inh 0, WRN inhibitor 3%, PLK1 PBD block -13%, EPAC1 antag inconclusive, EPAC2 antag 6% and CCT modulator -4.1.
Screening CCOc1ccc(-n2nnnc2SCC(=O)Nc2cccc(O)c2)cc1 returned MmCpn inh -3%, EPAC1 ag 15%, PI5P4Ka inh 0, WRN inhibitor -3%, PLK1 PBD block 1%, EPAC1 antag -15%, EPAC2 antag -6% and CCT modulator 0.4.
O=C(CN1C(=O)CCSc2ccc(S(=O)(=O)N3CCCC3)cc21)Nc1ccccc1Cl was read as MmCpn inh 1%, EPAC1 ag -7%, PI5P4Ka inh 0, WRN inhibitor 12%, PLK1 PBD block -11%, EPAC1 antag -4%, EPAC2 antag 9% and CCT modulator -2.3.

Next part; the last three above are carried over.
`NCCCC[C@H]1CNC(=S)N1CC1CCCCC1` gave EPAC1 ag 8%, PI5P4Ka inh 0, WRN inhibitor 3%, PLK1 PBD block -13%, EPAC1 antag inconclusive, EPAC2 antag 6% and CCT modulator -4.1.
Screening CCOc1ccc(-n2nnnc2SCC(=O)Nc2cccc(O)c2)cc1 returned MmCpn inh -3%, EPAC1 ag 15%, PI5P4Ka inh 0, WRN inhibitor -3%, PLK1 PBD block 1%, EPAC1 antag -15%, EPAC2 antag -6% and CCT modulator 0.4.
O=C(CN1C(=O)CCSc2ccc(S(=O)(=O)N3CCCC3)cc21)Nc1ccccc1Cl was read as MmCpn inh 1%, EPAC1 ag -7%, PI5P4Ka inh 0, WRN inhibitor 12%, PLK1 PBD block -11%, EPAC1 antag -4%, EPAC2 antag 9% and CCT modulator -2.3.
CCN(CC)S(=O)(=O)c1ccc2oc(C(=O)N3CCOCC3)c(C)c2c1 was read as MmCpn inh -1%, EPAC1 ag 5%, PI5P4Ka inh -8, WRN inhibitor 1%, PLK1 PBD block -12%, EPAC1 antag -4%, EPAC2 antag -3% and CCT modulator -1.1.
`CCN(CC)CCNC(=O)c1ccc(NC(=O)c2cccc(S(=O)(=O)N3c4ccccc4CC3C)c2)cc1` (configuration not stated) gave MmCpn inh 2%, EPAC1 ag -6%, PI5P4Ka inh 14, WRN inhibitor -4%, PLK1 PBD block 0%, EPAC1 antag 1%, EPAC2 antag -10% and CCT modulator -1.3.
For CC(C)C1C(c2ccccc2)NC(c2ccccc2)CC1(O)c1ccc(F)cc1 (configuration not stated) the results were MmCpn inh -1%, EPAC1 ag 17%, PI5P4Ka inh 0, WRN inhibitor -10%, PLK1 PBD block 2%, EPAC1 antag -21%, EPAC2 antag -6% and CCT modulator 0.8.
`CCN(CC)C(=O)COc1ccc2oc(-c3ccco3)cc(=O)c2c1` gave MmCpn inh -6%, EPAC1 ag 3%, PI5P4Ka inh -25, WRN inhibitor -34%, PLK1 PBD block -14%, EPAC1 antag 1%, EPAC2 antag -4% and CCT modulator -3.7.
For CCn1ncc([N+](=O)[O-])c1C(=O)NC1CCCCC1 the results were MmCpn inh -2%, EPAC1 ag 9%, PI5P4Ka inh 1, WRN inhibitor -1%, PLK1 PBD block -5%, EPAC1 antag -8%, EPAC2 antag 2%[57.1 µM] and CCT modulator 2.4.
`Cc1ccccc1CC(=O)N1CCN(C(=O)c2ccco2)CC1` gave MmCpn inh -3%, EPAC1 ag 14%, PI5P4Ka inh 8, WRN inhibitor 7%, PLK1 PBD block -14%, EPAC1 antag 17%, EPAC2 antag -7% and CCT modulator -1.2.
Screening CC1CCC2(CC1)NC(=O)N(CC(=O)Nc1cccc(C#N)c1)C2=O (configuration not stated) returned MmCpn inh 0%, EPAC1 ag 6%, PI5P4Ka inh 2, WRN inhibitor 4%, PLK1 PBD block 7%, EPAC1 antag 8%, EPAC2 antag -2% and CCT modulator 2.0.
Screening CC1(C(=O)Nc2ccc3c(c2)OCO3)CCN1C(=O)c1ccccc1 (configuration not stated) returned EPAC1 ag 10%, PI5P4Ka inh -2, WRN inhibitor -7%, PLK1 PBD block -2%, EPAC1 antag -14%, EPAC2 antag 0% and CCT modulator -0.5.
Cc1ccc2nc(-c3ccc(O)c(O)c3)cn2c1 was read as MmCpn inh -2%, EPAC1 ag 4%, PI5P4Ka inh -19, WRN inhibitor -5%[11.6 µM], PLK1 PBD block inconclusive, EPAC1 antag -26%, EPAC2 antag -7% and CCT modulator -0.2.
Screening Cc1ccccc1OCCOc1cccc(/C=N/NC(=O)Cc2nnc(N)s2)c1 returned MmCpn inh 0%, EPAC1 ag 1%, PI5P4Ka inh -10, WRN inhibitor 2%, PLK1 PBD block -3%, EPAC1 antag 4%, EPAC2 antag 16% and CCT modulator -1.3.
Cc1[nH]c(C)c(S(=O)(=O)N2CCN(c3cccc(C(F)(F)F)c3)CC2)c1C(=O)N1CCCC1 was read as MmCpn inh 1%, EPAC1 ag -15%, PI5P4Ka inh -2, WRN inhibitor 3%[57.1 µM], PLK1 PBD block -2%, EPAC1 antag 6%, EPAC2 antag 4% and CCT modulator -1.6.
`COc1ccc(N2CCN(C(=O)CCC(=O)N3CCOc4ccc(C)cc43)CC2)cc1` gave MmCpn inh 1%, EPAC1 ag 2%, PI5P4Ka inh -3, WRN inhibitor 0%, PLK1 PBD block -10%, EPAC1 antag -16%, EPAC2 antag 1% and CCT modulator -0.7.
Screening Cc1ccccc1Oc1ccc2c(c1)[C@@H]1C[C@H](N(C)C(=O)NC3CCCCC3)[C@H]([C@H](C)O)C(=O)N1CC2 returned EPAC1 ag 8%, PI5P4Ka inh -4, WRN inhibitor -9%, PLK1 PBD block 0%, EPAC1 antag -1%, EPAC2 antag -2% and CCT modulator -13.
For Cc1ccc(NC(=S)c2nc3ccccc3s2)cc1 the results were MmCpn inh -1%, EPAC1 ag 19%, PI5P4Ka inh 5, WRN inhibitor -30%, PLK1 PBD block -15%, EPAC1 antag -10%, EPAC2 antag -2% and CCT modulator -0.3.
